# MITF primary: MITF inhibitors, primary screen, biochemical, AlphaScreen, human; AlphaScreen MITF homodimerization, bead proximity signal; inhibition, % at 2.6 µM; 650,000 tested, 0.91% active; in the data active = inhibition above about 50%;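 also: 0% = vehicle wells with protein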
# FBW7 act: FBW7 E3 ligase activators, primary screen, biochemical, AlphaScreen, human; F-box/WD repeat-containing protein 7 (Homo sapiens), Q969H0; AlphaScreen FBW7–phospho-cyclin E peptide binding, activator screen; normalized activity (activation), % at 26.1 µM; 650,000 tested, 0.13% active; in the data active = normalized activity above about 1.9%;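 also: purified mutant Fbw7 with reduced substrate affinity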
# Target sequence (Q969H0 whole entry, looked up): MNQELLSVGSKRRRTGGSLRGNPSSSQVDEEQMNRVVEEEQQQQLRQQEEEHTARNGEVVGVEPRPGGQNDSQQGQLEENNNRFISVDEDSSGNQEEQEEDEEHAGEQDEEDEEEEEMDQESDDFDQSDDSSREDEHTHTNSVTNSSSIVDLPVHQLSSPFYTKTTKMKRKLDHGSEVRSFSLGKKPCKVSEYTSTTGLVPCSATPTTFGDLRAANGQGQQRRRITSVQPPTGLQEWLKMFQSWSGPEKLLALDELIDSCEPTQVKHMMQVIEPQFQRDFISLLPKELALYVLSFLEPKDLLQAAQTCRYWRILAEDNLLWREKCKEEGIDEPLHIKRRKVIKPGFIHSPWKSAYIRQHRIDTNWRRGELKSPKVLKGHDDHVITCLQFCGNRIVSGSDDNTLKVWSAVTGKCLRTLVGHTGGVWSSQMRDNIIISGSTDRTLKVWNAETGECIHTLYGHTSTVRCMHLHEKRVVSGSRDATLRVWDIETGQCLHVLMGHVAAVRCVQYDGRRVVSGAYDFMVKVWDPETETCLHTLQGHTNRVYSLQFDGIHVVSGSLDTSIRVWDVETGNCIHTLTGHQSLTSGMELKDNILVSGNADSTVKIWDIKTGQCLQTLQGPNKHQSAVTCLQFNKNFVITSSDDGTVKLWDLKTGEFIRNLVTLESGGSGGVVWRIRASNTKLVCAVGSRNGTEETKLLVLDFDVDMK
# GPR151 ag: activators of human GPR151, primary screen, cell-based, PathHunter beta-arrestin, luminescence. G-protein coupled receptor 151 (Homo sapiens), Q8TDV0. PathHunter beta-arrestin GPR151 cells. activation, % at 11.2 µM. 650,000 tested, 1% active. AID 1508602, 2020; in the data active = activation above about 4.9%;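 also: 0% = median of compound wells and 100% = cells with positive control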
# TEAD-YAP inh: TEAD-YAP interaction inhibition, primary screen, TEAD-YAP interaction inhibitor project, luminescence, HEK-TIYL cells | TEAD-Gal4/YAP UAS-luciferase luminescence | inhibition, % at 9.12 µM | 640,000 tested, 1.4% active; in the data active = inhibition above about 32%;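 also: 0% = median of test compound wells and 100% = reference inhibitor wells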
# The depositor's hits bear a star.
1) CCOCCOC(=O)C1=C(C)NC(=O)NC1c1ccc(OC)c(OC)c1 (centres undefined)
2) CCOC(=O)C(=NCCOC)NNc1cc(Cl)ccc1Cl
3) Cn1cnnc1Sc1nc2c(c(=O)n(C)c(=O)n2C)n1Cc1ccc(Cl)cc1Cl
4) CCN(CC)S(=O)(=O)c1ccc(C(=O)NCC(=O)N/N=C/c2ccccc2OC)cc1
5) O=[N+]([O-])c1cccc(-n2nnnc2CCl)c1
6) CC(=Nc1ccc(O)cc1)c1sc2ccccc2c1O
7) Nn1c(SCc2ccc(Cl)c(Cl)c2)nnc1-c1ccncc1
8) c1ccc2c(c1)OCC(CNc1ncnc3nc[nH]c13)O2 (centres undefined)
assay / entry	1	2	3	4	5	6	7	8
FBW7 act	0.8	0.1	-0.2	-0.2	0.7	-0.3	0.0	-0.1
GPR151 ag	-1.4	1.5	0.5	0.1	-0.7	-3.0	0.3	-0.7
MITF primary	10	14	1	-1	11	21	3	-5
TEAD-YAP inh	-5	-1	4	-3	15	-44	-5	5

9) COc1ccc(S(=O)(=O)c2cnc3ccc(OC)cc3c2N2CCCC2)cc1
10) COc1ccc(NC(=O)Cn2c(C)nc3sc4c(c3c2=O)CCCC4)cc1Cl
11) O=C(NCc1cccnc1)[C@@H]1C[C@H](NCc2ccccc2)CN1Cc1ccccc1Cl
12) Cc1ccc(CC2CC(=O)N(c3ccc(/C=C/C(=O)O)cc3)C2=O)cc1 (centres undefined)
13) O=C(CCS(=O)(=O)c1ccc(Br)s1)NC1CCCc2ccccc21 (centres undefined)
14) CC(=O)Nc1ccc(Nc2nc(-c3ccccc3)c3cc(Cl)ccc3n2)cc1
15) CCOC(=O)N1CCN(C(=O)c2ccc3c(c2)NC(=O)c2ccccc2S3)CC1
16) NNc1nc(N2CCOCC2)nc(N(c2ccccc2)c2ccccc2)n1
assay / entry	9	10	11	12	13	14	15	16
FBW7 act	-0.1	0.0	0.0	0.0	0.0	1.1	0.1	0.1
GPR151 ag	-0.4	0.1	0.4	0.6	-0.5	-0.9	0.9	9.0*
MITF primary	2	0	12	-7	-4	17	-10	10
TEAD-YAP inh	-10	7	-2	-8	7	-6	-8	8

17) CCOC(=O)COc1ccc(C2NC(=S)NC(C)=C2C(N)=O)cc1OC (centres undefined)
18) Cc1cc(C)c2sc(N(CCCN(C)C)C(=O)c3c(F)cccc3F)nc2c1
19) CC(C)(C)Nc1ncnc2c1cnn2-c1ccc(Cl)cc1
20) O=C(c1c(F)cccc1Cl)N1CCN(c2ccc(-c3ccncc3)nn2)CC1
21) CC(C)CCNC(=O)c1[nH]ncc1[N+](=O)[O-]
22) CCCN(CCC)CCNC(=O)c1nn(-c2ccc(OC)cc2)c(=O)c2ccccc12
23) COc1cc(/C=C2/C(=N)N3N=C(CC(C)C)SC3=NC2=O)cc(Cl)c1OCCOc1ccccc1C
24) CN1C(=O)CC(N2CCC(c3nc4ccccc4s3)CC2)C1=O (centres undefined)
assay / entry	17	18	19	20	21	22	23	24
FBW7 act	-0.1	0.0	0.1	0.0	0.3	0.3	-0.1	-0.2
GPR151 ag	-0.1	-0.6	2.6	0.8	1.8	-1.6	1.1	-0.9
MITF primary	4	-24	4	20	-17	20	-5	3
TEAD-YAP inh	1	-9	51*	-15	12	1	-10	-4

25) NC(=O)c1ccsc1NC(=O)CCCC(=O)O
26) COc1ccccc1N1CCN(C(=O)c2nn(-c3ccccc3OC)c(=O)c3ccccc23)CC1
27) Cn1c(-c2cccc([N+](=O)[O-])c2)nnc1S(N)(=O)=O
28) COc1ccc(-c2nc3cnccn3c2NCc2ccccc2)cc1CO
29) COc1ccc(Cn2c(SCC(=O)N3CCCC3)nc3ccsc3c2=O)cc1
30) COc1ccccc1CN1CCc2nc(N3CCC(C)CC3)[nH]c(=O)c2C1
31) Cc1ccc([N+](=O)[O-])cc1S(=O)(=O)Nc1cc(SCC(=O)O)c(O)c2ccccc12
32) O=[N+]([O-])c1ccc(Nc2ccc(F)cc2)c([N+](=O)[O-])c1
assay / entry	25	26	27	28	29	30	31	32
FBW7 act	0.3	-0.1	-0.1	0.1	0.2	-0.1	-0.5	-0.1
GPR151 ag	-0.6	-0.5	0.5	0.4	-0.4	-0.4	-0.3	-1.2
MITF primary	10	-3	-2	9	14	17	65*	4
TEAD-YAP inh	-8	6	3	1	3	6	-3	4

33) Cn1c(=O)oc2cc(S(=O)(=O)N3CCOCC3)ccc21
34) CCOc1ccc(NC(=O)CC(NCc2ccco2)C(=O)O)cc1 (centres undefined)
35) Cc1c(C(=O)Nc2nc3ccccc3s2)sc2nc[nH]c(=O)c12
36) Nc1cccc(-c2cncc(C(=O)NCCc3ccc(O)cc3)c2)c1
37) Cc1cccc(NC(=O)CSc2ncc(-c3ccccc3)[nH]2)c1C
38) O=C(O)C1CC(c2ccccc2F)=NO1 (centres undefined)
39) O=C(NCc1nnc(SCc2ccccc2F)o1)c1c(F)cccc1F
40) Cc1cc(C(F)(F)F)c(C#N)c(SCC(=O)c2ccc(Cl)cc2)n1
assay / entry	33	34	35	36	37	38	39	40
FBW7 act	0.0	0.2	0.1	-0.1	-0.1	0.1	-0.2	0.6
GPR151 ag	0.6	-1.2	-0.4	0.4	0.9	1.7	0.1	0.9
MITF primary	11	-12	-2	4	4	9	-3	-3
TEAD-YAP inh	1	5	-55	3	-18	4	20	10

# From compound 23 as far as 37, copied from above:
23) COc1cc(/C=C2/C(=N)N3N=C(CC(C)C)SC3=NC2=O)cc(Cl)c1OCCOc1ccccc1C
24) CN1C(=O)CC(N2CCC(c3nc4ccccc4s3)CC2)C1=O (centres undefined)
25) NC(=O)c1ccsc1NC(=O)CCCC(=O)O
26) COc1ccccc1N1CCN(C(=O)c2nn(-c3ccccc3OC)c(=O)c3ccccc23)CC1
27) Cn1c(-c2cccc([N+](=O)[O-])c2)nnc1S(N)(=O)=O
28) COc1ccc(-c2nc3cnccn3c2NCc2ccccc2)cc1CO
29) COc1ccc(Cn2c(SCC(=O)N3CCCC3)nc3ccsc3c2=O)cc1
30) COc1ccccc1CN1CCc2nc(N3CCC(C)CC3)[nH]c(=O)c2C1
31) Cc1ccc([N+](=O)[O-])cc1S(=O)(=O)Nc1cc(SCC(=O)O)c(O)c2ccccc12
32) O=[N+]([O-])c1ccc(Nc2ccc(F)cc2)c([N+](=O)[O-])c1
assay / entry	23	24	25	26	27	28	29	30	31	32
FBW7 act	-0.1	-0.2	0.3	-0.1	-0.1	0.1	0.2	-0.1	-0.5	-0.1
GPR151 ag	1.1	-0.9	-0.6	-0.5	0.5	0.4	-0.4	-0.4	-0.3	-1.2
MITF primary	-5	3	10	-3	-2	9	14	17	65*	4
TEAD-YAP inh	-10	-4	-8	6	3	1	3	6	-3	4

33) Cn1c(=O)oc2cc(S(=O)(=O)N3CCOCC3)ccc21
34) CCOc1ccc(NC(=O)CC(NCc2ccco2)C(=O)O)cc1 (centres undefined)
35) Cc1c(C(=O)Nc2nc3ccccc3s2)sc2nc[nH]c(=O)c12
36) Nc1cccc(-c2cncc(C(=O)NCCc3ccc(O)cc3)c2)c1
37) Cc1cccc(NC(=O)CSc2ncc(-c3ccccc3)[nH]2)c1C
assay / entry	33	34	35	36	37
FBW7 act	0.0	0.2	0.1	-0.1	-0.1
GPR151 ag	0.6	-1.2	-0.4	0.4	0.9
MITF primary	11	-12	-2	4	4
TEAD-YAP inh	1	5	-55	3	-18

# The list goes on:
41) COc1ccc(NC(=O)c2ccc(C)o2)cc1
42) Cc1c(NC(=O)CN(c2cccc3ccccc23)S(C)(=O)=O)c(=O)n(-c2ccccc2)n1C
43) O=C(Cc1cn(-c2ccc(N3CCC(N4CCOCC4)CC3)nn2)c2ccccc12)NCCCN1CCCC1=O
44) O=C(Nc1ccc2c(c1)CCC2)c1ccc(Br)o1
45) CCc1ccc(-c2cc(C(=O)Nc3ccc(Br)cc3Br)c3ccccc3n2)cc1
46) O=S(=O)(NCC1(O)CCCC1)c1cc(F)ccc1F
47) COC(=O)c1ccccc1NC(=O)c1nn(-c2ccc(OC)cc2OC)c(=O)c2ccccc12
48) COc1cccc(NC(=O)Cn2nnc(-c3ccc(NC(C)=O)c(Cl)c3)n2)c1
assay / entry	41	42	43	44	45	46	47	48
FBW7 act	-0.1	-0.1	0.1	-0.1	-0.1	0.0	0.1	-0.1
GPR151 ag	-5.2	0.1	-0.4	-5.1	2.1	-0.2	1.9	-0.7
MITF primary	-3	20	10	-3	0	10	-5	15
TEAD-YAP inh	-34	3	-3	-87	1	6	-9	0

49) Cc1ccc(NC(=O)CSc2nnc(/N=C/N(C)C)s2)cc1
50) COc1ccccc1NC(=O)/C=C/c1ccccc1[N+](=O)[O-]
51) O=C(CSc1nc2sc3c(c2c(=O)n1Cc1ccco1)CCC3)NCc1ccco1
52) CCC1(CC)NC(=O)N(CC(=O)OCC(=O)c2cc(C)c(C)cc2C)C1=O
53) CC(C)C(=O)N1CC[C@@H]2[C@H](CCCN2C(=O)CCc2c[nH]c3ccccc23)C1
54) COc1ccccc1NC(=O)CSc1nc(C)nc2sc(C)c(C)c12
55) Fc1ccccc1-c1cc(N2CCCCC2)nc(-c2ccncc2)n1
56) CN(C)CC(=O)Nc1sc2c(c1C#N)CCC(C(C)(C)C)C2 (centres undefined)
assay / entry	49	50	51	52	53	54	55	56
FBW7 act	-0.2	0.0	-0.1	0.1	-0.1	-0.2	-0.1	0.0
GPR151 ag	0.0	-1.6	-1.1	1.5	0.6	-0.9	-0.3	-0.7
MITF primary	-3	4	5	1	8	-8	-5	9
TEAD-YAP inh	7	-6	-2	1	4	0	7	0

57) O=C(CC1(O)CCCCC1)N/N=C/c1cccc(OCc2ccccc2)c1
58) CCOC(=O)C(C)N1C(=O)S/C(=C/c2ccc(Oc3ccc([N+](=O)[O-])cn3)cc2)C1=O (centres undefined)
59) CC1Cc2nc(SCC(=O)Nc3ccc(Cl)cc3)n(C)c(=O)c2S1 (centres undefined)
60) O=C(O)c1ccc(CN2CCCC2=O)cc1
61) C=C(C)CN1C(=O)NC(CC)(C2CCN(Cc3cn[nH]c3-c3ccccc3)CC2)C1=O (centres undefined)
62) O=C(c1cc(-c2cccnc2)nc2ccccc12)N1CCCC(N2CCOCC2)C1 (centres undefined)
63) c1cc(CCSc2ccc(C34CC5CC(CC(C5)C3)C4)cc2)ccn1
64) Cc1cc(C)c(C)c(C(=O)COC(=O)c2ccc(-n3c(C)ccc3C)cc2)c1C
assay / entry	57	58	59	60	61	62	63	64
FBW7 act	-0.1	-0.1	0.3	0.0	-0.1	0.1	0.0	0.0
GPR151 ag	1.2	3.2	-1.1	3.4	-0.9	-1.1	1.7	-0.6
MITF primary	-4	-12	18	-6	-21	11	-4	5
TEAD-YAP inh	9	11	-9	-9	7	2	14	-15

65) Cc1nn(C(=O)c2sc3ccccc3c2Cl)c(C)c1Sc1ccccc1
66) COC(=O)c1c(NC(=S)Nc2cnccn2)sc2c1CCC(C)C2 (centres undefined)
67) CCOC(=O)c1cnc2ccc(Cl)cc2c1N1CCN(C)CC1
68) COc1ccc(C2CC(C(F)(F)F)n3ncc(C(=O)NC(C)(C)C)c3N2)cc1 (centres undefined)
69) Cc1cccc(-c2nnc(C3CCN(S(=O)(=O)c4ccc([N+](=O)[O-])cc4)CC3)o2)c1
70) Cn1c(=O)[nH]c(=O)c2c1nc(N(CCO)CCO)n2Cc1ccccc1
71) CCSc1nc2sccn2c(=O)c1C(=O)NC(c1ccc(OC)cc1)C(F)(F)F (centres undefined)
72) COc1cccc(CNC(=O)Cn2cc(NC(=O)CCOc3ccccc3)cn2)c1
assay / entry	65	66	67	68	69	70	71	72
FBW7 act	-0.2	-0.2	-0.1	0.1	0.2	0.0	-0.2	0.2
GPR151 ag	-0.4	1.6	-0.8	1.5	-0.9	0.5	-1.1	1.3
MITF primary	-1	1	8	-6	13	2	15	2
TEAD-YAP inh	6	-2	3	-4	4	-9	2	7

73) CC(C)(Oc1ccc(Cl)cc1)C(=O)NCC1CN(c2ccccc2)C(=O)O1 (centres undefined)
74) Cc1ccc(C(=O)C2CCN(CC(=O)N3C(C)CCCC3C)CC2)cc1 (centres undefined)
75) Cc1nc2nc(NCc3ccc(Br)cc3)[nH]n2c(=O)c1C
76) COCCOC(=O)C1=C(C)NC2=C(C(=O)CC(c3ccc(OC)cc3)C2)C1c1cccc(OC)c1 (centres undefined)
77) CCN1C(=O)/C(=C2\SC(=S)N(N)C2=O)c2cc(Br)ccc21
78) O=C(NCCN1CCCCC1)/C(=N\O)c1ccccn1
79) COc1ccc(C(=O)NC(C)(C)C)cc1
80) O=C1NC2=C(C(=O)OC2)C(c2cccs2)N1 (centres undefined)
assay / entry	73	74	75	76	77	78	79	80
FBW7 act	0.1	0.2	0.1	0.6	0.1	-0.2	0.9	-0.3
GPR151 ag	0.8	-0.1	-0.6	-0.6	0.4	-0.7	-0.9	1.1
MITF primary	2	11	4	7	23	-12	2	13
TEAD-YAP inh	2	-6	0	6	-2	5	-7	12
